GalR3 antagonist – human GalR3 antagonism; HEK293 GalR3-CNG cAMP membrane potential fluorescence; galR3 body fused to GalR1 C-terminus; inhibition, % at 3 µM; actives 0.44% (n = 360,000); AID 651719;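 active means inhibition above the screen-wide average plus 3 SD, cut at about 13% in these data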;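 further: forskolin and galanin both at EC90 stimulate the cells; cAMP rise reported by CNG channel membrane potential dye signal; 0% = forskolin plus galanin with DMSO and 100% = forskolin alone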
PHOSPHO1 block – blocks human PHOSPHO1 phosphatase activity; Q8TCT1; recombinant PHOSPHO1, absorbance phosphatase assay; inhibition, % at 13.3 µM; actives 1.1% (n = 290,000); AID 1565; in the data active means inhibition above about 60%
MEKK3 PB1 HTS – modulators (inhibitors or enhancers) of MEK5 binding to human MEKK3 PB1 domain; Q99759; bead-based flow cytometry, Alexa488-MEK5 binding to MEKK3; actives lie on both sides; 0 = blocked by unlabeled MEK5, 100 = vehicle; binding response (% of control), % at 10 µM; actives 1.4% (n = 290,000); AID 1529;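 active means binding response more than 3 SD above or below the average of its plate-row segment, actives on both sides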;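 further: Alexa488 bead fluorescence after subtracting the streptavidin-only scavenger bead signal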
Target sequence (Q99759 whole entry, looked up, the tested form may be a part): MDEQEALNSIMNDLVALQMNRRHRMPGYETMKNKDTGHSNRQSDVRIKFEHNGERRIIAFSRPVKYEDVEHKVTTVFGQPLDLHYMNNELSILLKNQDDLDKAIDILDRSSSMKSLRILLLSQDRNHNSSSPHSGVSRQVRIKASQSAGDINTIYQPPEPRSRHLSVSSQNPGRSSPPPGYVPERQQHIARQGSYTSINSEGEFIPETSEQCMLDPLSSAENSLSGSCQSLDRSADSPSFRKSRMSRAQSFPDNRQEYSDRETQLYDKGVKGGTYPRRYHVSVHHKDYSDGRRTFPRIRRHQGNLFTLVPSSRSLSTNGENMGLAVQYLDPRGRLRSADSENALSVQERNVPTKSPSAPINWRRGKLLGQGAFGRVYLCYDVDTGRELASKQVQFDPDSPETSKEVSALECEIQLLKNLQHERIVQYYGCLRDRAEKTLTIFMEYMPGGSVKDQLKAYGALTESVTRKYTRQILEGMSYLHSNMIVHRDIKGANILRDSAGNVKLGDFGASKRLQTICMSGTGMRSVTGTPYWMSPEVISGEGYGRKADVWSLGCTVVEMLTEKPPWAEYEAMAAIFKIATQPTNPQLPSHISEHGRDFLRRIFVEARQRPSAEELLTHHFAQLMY
NALP1 inh – inhibitors of NALP1 inflammasome in yeast | S. cerevisiae NALP1/ASC/caspase-1 growth, X-gal OD620, 72 h | inhibition, % at 10 µM | actives 0.61% (n = 280,000); in the data active means inhibition mostly above about 24%, no sharp cut-off; inactive means mostly below about 32%; further: some compounds called inactive have numbers as strong as hits
GPR7 antag – blocks human GPR7 receptor signaling; actives 1.1% (n = 290,000); P48145; AID 1861; GPR7-expressing cells, fluorescence antagonist assay; inhibition, % at 4.4 µM; in the data active means inhibition above about 16%, passing the limit was not always enough;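 further: cells stimulated with the agonist NPW; 0% = agonist with vehicle and 100% = vehicle without agonist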
Target sequence (P48145 whole entry, looked up): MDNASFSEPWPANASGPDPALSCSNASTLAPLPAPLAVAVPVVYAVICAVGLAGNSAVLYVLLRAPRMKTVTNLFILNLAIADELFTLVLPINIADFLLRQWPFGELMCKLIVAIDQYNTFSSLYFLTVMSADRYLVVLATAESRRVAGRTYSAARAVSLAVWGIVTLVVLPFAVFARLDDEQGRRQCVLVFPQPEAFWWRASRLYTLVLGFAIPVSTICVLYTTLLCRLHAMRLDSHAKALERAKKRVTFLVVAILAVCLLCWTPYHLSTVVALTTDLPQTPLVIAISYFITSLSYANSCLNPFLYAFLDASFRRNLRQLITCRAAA
V1aR counter – V1a receptor agonism, counter-screen for OXTR agonists; CHO-V1R cells, Fluo-8 calcium fluorescence, agonist mode; 0% DMSO, 100% 3 nM vasopressin; activation, % at 3 µM; actives 0.25% (n = 320,000); AID 2797;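 active means activation above the mean activation of all tested compounds plus 3 SD, per screening run, cut at about 20% in these data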;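 further: signal is peak over basal fluorescence ratio across a 100 second FLIPR read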
OXTR ag – agonists of human oxytocin receptor. actives 0.32% (n = 320,000). CHO-OTR cells, Fluo-8 calcium fluorescence; normalized: DMSO 0%, oxytocin 100%. activation, % at 3 µM;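 active means activation above the mean of all tested compounds plus 3 SD, cutoff set per screening run, cut at about 20% in these data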;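 further: peak over basal fluorescence ratio from a 100 s FLIPR kinetic read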
MEKK2 mut-MEK5 – signal of MEK5 binding to mutant human MEKK2 PB1 domain. bead flow cytometry, Alexa488-MEK5 binding to MEKK2 mutant. percent response, % at 10 µM. actives 0.35% (n = 290,000). AID 1530; in the data active means percent response above about 24%, passing the limit was not always enough; further: inactives centre near 1; some results filed as inactive read as strong as hits; reference of the scale not given here
MEKK2 WT-MEK5 – raises or lowers MEK5 binding to wildtype human MEKK2 PB1 domain; Q9Y2U5; bead flow cytometry, Alexa488-MEK5 binding to MEKK2 WT; actives lie on both sides; binding response (% of control), % at 10 µM; actives 1.1% (n = 290,000); AID 1531; in the data active means binding response below about 67% or above about 130%
* marks the source's active call; other numbers are inactive results.

How did CCc1ccc(NC(=O)c2cc(-c3ccco3)on2)cc1 do in these assays?
GalR3 antagonist: -6; PHOSPHO1 block: -6; MEKK3 PB1 HTS: 77; NALP1 inh: 12; GPR7 antag: 5; V1aR counter: 1.0; OXTR ag: -0.1; MEKK2 mut-MEK5: -7; MEKK2 WT-MEK5: 84

What do the screens show for `O=C1NC2(CCCCC2)C(=O)N1c1cccc(Cl)c1`?
GalR3 antagonist: -7; PHOSPHO1 block: 1; MEKK3 PB1 HTS: 100; NALP1 inh: 10; GPR7 antag: 0; V1aR counter: -0.3; OXTR ag: -0.4; MEKK2 mut-MEK5: -2; MEKK2 WT-MEK5: 104

What do the screens show for `COc1ccc(-c2ccc(SCc3ccccn3)nn2)cc1OC`?
GalR3 antagonist: -7; PHOSPHO1 block: -15; MEKK3 PB1 HTS: 100; NALP1 inh: -3; GPR7 antag: -8; V1aR counter: -0.8; OXTR ag: -1.3; MEKK2 mut-MEK5: -12; MEKK2 WT-MEK5: 82

Results for CC(=O)c1cccc(NC(=O)COC(=O)c2cccc(N3C(=O)c4ccccc4C3=O)c2)c1 ?
GalR3 antagonist: -3; PHOSPHO1 block: 9; MEKK3 PB1 HTS: 99; NALP1 inh: 22; GPR7 antag: -3; V1aR counter: 3.7; OXTR ag: 2.4; MEKK2 mut-MEK5: 15; MEKK2 WT-MEK5: 102

Results for O=C(COc1cc2oc(=O)c3c(c2cc1Cl)CCC3)NCCCN1CCCC1=O ?
GalR3 antagonist: 2; PHOSPHO1 block: 45; MEKK3 PB1 HTS: 106; NALP1 inh: -2; GPR7 antag: -12; V1aR counter: 0.3; OXTR ag: 0.3; MEKK2 mut-MEK5: 5; MEKK2 WT-MEK5: 110

How did COc1ccc(OC)c(NC(=O)CSc2ccccc2)c1 do in these assays?
GalR3 antagonist: -4; PHOSPHO1 block: 5; MEKK3 PB1 HTS: 106; NALP1 inh: 13; GPR7 antag: 1; V1aR counter: -0.8; OXTR ag: -1.9; MEKK2 mut-MEK5: 5; MEKK2 WT-MEK5: 111

How did CNC(=O)c1nn(-c2ccc(C)cc2)ccc1=O do in these assays?
GalR3 antagonist: 2; PHOSPHO1 block: 46; MEKK3 PB1 HTS: 118; NALP1 inh: 28; GPR7 antag: -12; V1aR counter: -1.8; OXTR ag: -2.0; MEKK2 mut-MEK5: 25*; MEKK2 WT-MEK5: 122

What do the screens show for `CC1(C)CC(=O)C(/C=N/c2ccccn2)=C(O)C1`?
GalR3 antagonist: 4; PHOSPHO1 block: 26; MEKK3 PB1 HTS: 106; NALP1 inh: -18; GPR7 antag: 1; V1aR counter: 1.3; OXTR ag: 1.0; MEKK2 mut-MEK5: 6; MEKK2 WT-MEK5: 102

What do the screens show for `CC(C)C[C@H](CO)Nc1nc(N(C)c2cccc(Cl)c2)c2ncn(C(C)C)c2n1`?
GalR3 antagonist: -4; PHOSPHO1 block: 6; MEKK3 PB1 HTS: 96; V1aR counter: 0.5; OXTR ag: -0.5; MEKK2 mut-MEK5: 2; MEKK2 WT-MEK5: 96

What do the screens show for `O=C(Nc1cnccn1)c1csc2ccccc12`?
GalR3 antagonist: -6; PHOSPHO1 block: 0; MEKK3 PB1 HTS: 99; NALP1 inh: 8; GPR7 antag: -6; V1aR counter: -0.7; OXTR ag: -0.8; MEKK2 mut-MEK5: 3; MEKK2 WT-MEK5: 100

What do the screens show for `CSCCC(NC(=O)c1ccco1)C(=O)OCc1cc([N+](=O)[O-])cc2c1OCOC2` (configuration not stated)?
GalR3 antagonist: -5; PHOSPHO1 block: -15; MEKK3 PB1 HTS: 97; NALP1 inh: 6; GPR7 antag: 6; V1aR counter: 3.2; OXTR ag: 0.1; MEKK2 mut-MEK5: -1; MEKK2 WT-MEK5: 98

What do the screens show for `O=C(NCC1CC1)C1(C(F)(F)F)CC(CCCO)CCCO1` (configuration not stated)?
GalR3 antagonist: -1; MEKK3 PB1 HTS: 83; V1aR counter: -0.6; OXTR ag: -0.4; MEKK2 mut-MEK5: -5; MEKK2 WT-MEK5: 90

How did CC1=C(C(=O)N2CCOCC2)C(c2ccc(Cl)cc2)NC(=S)N1 (configuration not stated) do in these assays?
GalR3 antagonist: 0; PHOSPHO1 block: 3; MEKK3 PB1 HTS: 98; NALP1 inh: 20; GPR7 antag: -1; V1aR counter: 0.5; OXTR ag: 0.0; MEKK2 mut-MEK5: 22; MEKK2 WT-MEK5: 111

How did CCCCNS(=O)(=O)c1cc2c3c(c1)CCN3C(=O)CC2 do in these assays?
GalR3 antagonist: -1; PHOSPHO1 block: 18; MEKK3 PB1 HTS: 99; NALP1 inh: 24; GPR7 antag: 5; V1aR counter: -1.3; OXTR ag: 0.3; MEKK2 mut-MEK5: 2; MEKK2 WT-MEK5: 102

What do the screens show for `COC(CNS(=O)(=O)c1cccc2nonc12)OC`?
GalR3 antagonist: 3; PHOSPHO1 block: -7; MEKK3 PB1 HTS: 116; NALP1 inh: -4; GPR7 antag: -5; V1aR counter: 1.2; OXTR ag: 0.1; MEKK2 mut-MEK5: -2; MEKK2 WT-MEK5: 110

What do the screens show for `Cc1ccc(C(=O)NCCCNC(=O)COc2ccc(Cl)cc2)cn1`?
GalR3 antagonist: -8; PHOSPHO1 block: 32; MEKK3 PB1 HTS: 100; NALP1 inh: -5; GPR7 antag: -5; V1aR counter: 0.0; OXTR ag: 0.2; MEKK2 mut-MEK5: 2; MEKK2 WT-MEK5: 96

How did O=C(Nc1ccccc1)N1CCC(C(=O)N2CCN(c3ccccc3F)CC2)CC1 do in these assays?
GalR3 antagonist: -4; PHOSPHO1 block: -29; MEKK3 PB1 HTS: 114; NALP1 inh: 5; GPR7 antag: 0; V1aR counter: 1.1; OXTR ag: -1.4; MEKK2 mut-MEK5: -1; MEKK2 WT-MEK5: 105

How did CCOC(=O)c1ccc(Nc2c(OCC)c(=O)c2=O)cc1 do in these assays?
GalR3 antagonist: -1; PHOSPHO1 block: 27; MEKK3 PB1 HTS: 96; GPR7 antag: -12; V1aR counter: -0.1; OXTR ag: 0.6; MEKK2 mut-MEK5: -17; MEKK2 WT-MEK5: 101

Results for CC1(C)CC(=O)C2=C(C1)N(Cc1cccnc1)C(=O)C2(NC(=O)C1CC1)C(F)(F)F (configuration not stated) ?
GalR3 antagonist: -4; PHOSPHO1 block: 9; MEKK3 PB1 HTS: 80; NALP1 inh: 11; GPR7 antag: 1; V1aR counter: -0.5; OXTR ag: 0.1; MEKK2 mut-MEK5: -7; MEKK2 WT-MEK5: 76

What do the screens show for `COc1ccc(CCN(CC(=O)NCc2ccc(F)cc2)C(=O)c2snc(C(N)=O)c2N)cc1OC`?
GalR3 antagonist: -2; PHOSPHO1 block: 19; MEKK3 PB1 HTS: 101; NALP1 inh: -1; GPR7 antag: -1; V1aR counter: 1.0; OXTR ag: 0.6; MEKK2 mut-MEK5: -3; MEKK2 WT-MEK5: 99

How did COc1ccc(C2C(C(=O)NCCN3CCOCC3)c3ccccc3C(=O)N2C2CCCCC2)cc1 (configuration not stated) do in these assays?
GalR3 antagonist: -5; PHOSPHO1 block: -35; MEKK3 PB1 HTS: 106; NALP1 inh: 0; GPR7 antag: -17; V1aR counter: -0.2; OXTR ag: 0.3; MEKK2 mut-MEK5: 4; MEKK2 WT-MEK5: 107

What do the screens show for `COc1ccc(CC(=O)NNC(=O)c2ccco2)cc1`?
GalR3 antagonist: -8; PHOSPHO1 block: 36; MEKK3 PB1 HTS: 102; NALP1 inh: 9; GPR7 antag: -10; V1aR counter: 0.5; OXTR ag: 0.9; MEKK2 mut-MEK5: -2; MEKK2 WT-MEK5: 98

Results for CC(C)C(=O)Nc1c(-c2ccccc2)c(=O)c2ccccc2n1C ?
GalR3 antagonist: -3; PHOSPHO1 block: 16; MEKK3 PB1 HTS: 101; NALP1 inh: -6; GPR7 antag: 2; V1aR counter: -2.5; OXTR ag: 0.4; MEKK2 mut-MEK5: -8; MEKK2 WT-MEK5: 104

Results for O=C(CCc1ccncc1)NC1CCCc2c1cnn2-c1cc(F)cc(F)c1 (configuration not stated) ?
PHOSPHO1 block: 28; MEKK3 PB1 HTS: 90; NALP1 inh: 7; GPR7 antag: -1; V1aR counter: 2.6; OXTR ag: 1.5; MEKK2 mut-MEK5: -4; MEKK2 WT-MEK5: 93

How did N/C(=N\OCc1ccccc1)c1nonc1N do in these assays?
GalR3 antagonist: 3; PHOSPHO1 block: 18; MEKK3 PB1 HTS: 97; NALP1 inh: 6; GPR7 antag: -18; V1aR counter: -0.7; OXTR ag: -0.8; MEKK2 mut-MEK5: -9; MEKK2 WT-MEK5: 95

Results for COCOc1ccc(C2CC(=O)c3c(OCOC)cc(OCOC)cc3O2)cc1 (configuration not stated) ?
GalR3 antagonist: 0; MEKK3 PB1 HTS: 102; V1aR counter: -0.7; OXTR ag: -0.7; MEKK2 mut-MEK5: 2; MEKK2 WT-MEK5: 101

Results for O=C(CCc1ccccc1)Nc1cccnc1 ?
GalR3 antagonist: -10; PHOSPHO1 block: 20; MEKK3 PB1 HTS: 105; NALP1 inh: 5; GPR7 antag: -2; V1aR counter: 1.1; OXTR ag: 4.3; MEKK2 mut-MEK5: 4; MEKK2 WT-MEK5: 102

Results for CCCn1c(-c2ccncc2)n[nH]c1=S ?
GalR3 antagonist: 4; PHOSPHO1 block: 12; MEKK3 PB1 HTS: 102; NALP1 inh: 2; GPR7 antag: -1; V1aR counter: 0.1; OXTR ag: 0.7; MEKK2 mut-MEK5: -9; MEKK2 WT-MEK5: 97

How did O=C(Cc1ccc(Br)cc1)Nc1ccc(S(=O)(=O)N2CCCC2)cc1 do in these assays?
GalR3 antagonist: -2; PHOSPHO1 block: -29; MEKK3 PB1 HTS: 106; NALP1 inh: 4; GPR7 antag: -2; V1aR counter: 8.1; OXTR ag: 8.5; MEKK2 mut-MEK5: 6; MEKK2 WT-MEK5: 113

Copied from the entries so far for reference:
How did CCc1ccc(NC(=O)c2cc(-c3ccco3)on2)cc1 do in these assays?
GalR3 antagonist: -6; PHOSPHO1 block: -6; MEKK3 PB1 HTS: 77; NALP1 inh: 12; GPR7 antag: 5; V1aR counter: 1.0; OXTR ag: -0.1; MEKK2 mut-MEK5: -7; MEKK2 WT-MEK5: 84

What do the screens show for `O=C1NC2(CCCCC2)C(=O)N1c1cccc(Cl)c1`?
GalR3 antagonist: -7; PHOSPHO1 block: 1; MEKK3 PB1 HTS: 100; NALP1 inh: 10; GPR7 antag: 0; V1aR counter: -0.3; OXTR ag: -0.4; MEKK2 mut-MEK5: -2; MEKK2 WT-MEK5: 104

What do the screens show for `COc1ccc(-c2ccc(SCc3ccccn3)nn2)cc1OC`?
GalR3 antagonist: -7; PHOSPHO1 block: -15; MEKK3 PB1 HTS: 100; NALP1 inh: -3; GPR7 antag: -8; V1aR counter: -0.8; OXTR ag: -1.3; MEKK2 mut-MEK5: -12; MEKK2 WT-MEK5: 82

Results for CC(=O)c1cccc(NC(=O)COC(=O)c2cccc(N3C(=O)c4ccccc4C3=O)c2)c1 ?
GalR3 antagonist: -3; PHOSPHO1 block: 9; MEKK3 PB1 HTS: 99; NALP1 inh: 22; GPR7 antag: -3; V1aR counter: 3.7; OXTR ag: 2.4; MEKK2 mut-MEK5: 15; MEKK2 WT-MEK5: 102

Results for O=C(COc1cc2oc(=O)c3c(c2cc1Cl)CCC3)NCCCN1CCCC1=O ?
GalR3 antagonist: 2; PHOSPHO1 block: 45; MEKK3 PB1 HTS: 106; NALP1 inh: -2; GPR7 antag: -12; V1aR counter: 0.3; OXTR ag: 0.3; MEKK2 mut-MEK5: 5; MEKK2 WT-MEK5: 110
